# D2 antag: HTS Assay for Allosteric Antagonists of the Human D2 Dopamine Receptor: Primary Screen for Antagonists. D(2) dopamine receptor (Homo sapiens), P14416. HEK293 TREx D2 cells, calcium flux, dopamine EC80. AID 485344, 2010. inhibition, % at 10 µM. hit rate 2% among 340,000; in the data active = inhibition above about 30%; note: 0% is about no effect
#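 Antagonism is scored as inhibition of an EC80 dopamine-evoked calcium signal in a force-coupled, tetracycline-inducible HEK293 T-REx D2 line, with compound present 180 s before agonist.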
# LDHA block: qHTS assay for inhibitors of human lactate dehydrogenase. purified LDHA, NADH/diaphorase-resazurin fluorescence; active compounds read low. L-lactate dehydrogenase A chain (Homo sapiens), P00338. activity change, % (values are at about 110 or 230 µM). hit rate 0.15% among 480,000; in the data active = activity change below about -30%; inconclusive = mostly about -25% to -30%;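 note: plate controls were DMSO wells for no effect and wells without enzyme for full effect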
#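 Enzyme activity of human lactate dehydrogenase 5 (2 nM; 0.06 mM NADH, 0.2 mM pyruvate, 5 min, RT) is measured via a resazurin/diaphorase fluorescence readout of residual NADH.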
# D2 agonist: HTS Assay for Allosteric Agonists of the Human D2 Dopamine Receptor: Primary Screen for Agonists; D(2) dopamine receptor (Homo sapiens), P14416; HEK293 T-REx D2 cells, calcium flux agonist mode; activation, % at 2 µM; hit rate 0.53% among 340,000; AID 485358, 2010;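 active = activation over 3 SD above normal in the single-dose calcium agonist read, cut at about 30% in these data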; note: 0% is about no effect
#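 HEK293 Trex D2 cells, tetracycline-induced, o/n 30 C 5% CO2; no-wash Ca dye, RT 30–90 min; 10-cycle baseline, 23 nl cpd added, kinetic Ca read 180 s; agonist hits = positive Ca response.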
# RGS4 inh: Inhibitors of Regulator of G Protein Signaling (RGS) 4: qHTS; Transcreener GDP fluorescence polarization, RGS4-accelerated GTP hydrolysis; AID 504845, 2011; Regulator of G-protein signaling 4 (Homo sapiens), P49798; hit rate 0.039% among 390,000; Potency, µM (doses to about 114 µM), without a hit: top-dose activity change, negative = inhibition, most hits filed as inhibitors; note: potency is the fitted concentration of half-maximal effect; % is set by controls: 0 for no effect and ±100 for the full control effect; nearly all actives have a fitted effect of over 75% in size; some results filed as inactive show a strong effect at the top dose
# Target sequence (P49798 whole entry, looked up): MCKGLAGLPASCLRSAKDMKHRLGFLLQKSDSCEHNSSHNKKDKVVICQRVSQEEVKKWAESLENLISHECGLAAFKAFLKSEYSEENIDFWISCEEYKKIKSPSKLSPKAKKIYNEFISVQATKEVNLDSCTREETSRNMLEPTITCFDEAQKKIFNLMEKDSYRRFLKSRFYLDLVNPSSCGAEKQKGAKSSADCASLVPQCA
#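 MLSMR compounds (23 nl, pin-transferred) preincubated 10 min at room temperature with a 500nM (2x) first reagent, then RGS4 at 900nM (2x) plus Transcreener GDP mix added; fluorescence polarization (620/688 nm) read before and after 90 min at 30 °C.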
# Vif-A3G inh: qHTS for Inhibitors of Vif-A3G Interactions: qHTS. AID 602310, 2012. hit rate 0.076% among 410,000. Potency, µM (titrated, usually from 46.1 µM), without a hit: at the highest dose activity, negative = active, most hits filed as inhibitors. HeLa A3G-eYFP + Vif (tagged APOBEC3G with the HIV-1 protein that degrades it), YFP fluorescence, overnight;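 note: potency is the fitted concentration of half-maximal effect; % is set by controls: 0 for no effect and ±100 for the full control effect; nearly all actives have a fitted effect of over 60% in size; hits raise eYFP signal because A3G escapes Vif-driven loss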
# Target sequence (Q9HC16 whole entry, looked up): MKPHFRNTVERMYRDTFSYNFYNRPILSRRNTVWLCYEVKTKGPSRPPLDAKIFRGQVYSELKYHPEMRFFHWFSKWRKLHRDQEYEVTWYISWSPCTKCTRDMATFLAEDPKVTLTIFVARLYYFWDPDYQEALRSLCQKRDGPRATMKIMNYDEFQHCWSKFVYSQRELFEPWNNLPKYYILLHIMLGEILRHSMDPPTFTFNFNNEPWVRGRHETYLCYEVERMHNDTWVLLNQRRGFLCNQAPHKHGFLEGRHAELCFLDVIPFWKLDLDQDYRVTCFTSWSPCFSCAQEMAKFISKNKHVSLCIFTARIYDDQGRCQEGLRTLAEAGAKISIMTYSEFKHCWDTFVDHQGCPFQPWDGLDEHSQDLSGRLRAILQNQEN
#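 Read-out is eYFP fluorescence (Ex 488/Em 500-530) from Vif-expressing HeLa A3G-eYFP cells; more signal means A3G escaped Vif-mediated degradation. Cells plated overnight, compound pinned in, incubated overnight at 37 deg C.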
# ERG Ets-DNA blk: qHTS for Small Molecule Inhibitors of the ERG Ets/DNA interaction; Transcriptional regulator ERG (Homo sapiens), P11308; fluorescence polarization, His-ERG Ets domain / labelled DNA; Potency, µM (highest dose often 76.9 µM), inactives show top-dose FP activity, negative = inhibition, usual class: inhibitors; hit rate 0.028% among 370,000; active = well fitted inhibition curve with a large enough effect in the polarisation, with a control signal flat; inconclusive = small, poorly fitted or top-dose-only effect, or effect the other way, or a change in a side signal; inactive = no such curve, though single readings can be large or run the other way; the % refers to the polarisation;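 note: polarization taken with two DNA probes labelled with fluorescein and Texas red; potency is the fitted concentration of half-maximal effect; % of control where 0% means no effect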
# Target sequence (P11308 whole entry, looked up, the tested form may be a part): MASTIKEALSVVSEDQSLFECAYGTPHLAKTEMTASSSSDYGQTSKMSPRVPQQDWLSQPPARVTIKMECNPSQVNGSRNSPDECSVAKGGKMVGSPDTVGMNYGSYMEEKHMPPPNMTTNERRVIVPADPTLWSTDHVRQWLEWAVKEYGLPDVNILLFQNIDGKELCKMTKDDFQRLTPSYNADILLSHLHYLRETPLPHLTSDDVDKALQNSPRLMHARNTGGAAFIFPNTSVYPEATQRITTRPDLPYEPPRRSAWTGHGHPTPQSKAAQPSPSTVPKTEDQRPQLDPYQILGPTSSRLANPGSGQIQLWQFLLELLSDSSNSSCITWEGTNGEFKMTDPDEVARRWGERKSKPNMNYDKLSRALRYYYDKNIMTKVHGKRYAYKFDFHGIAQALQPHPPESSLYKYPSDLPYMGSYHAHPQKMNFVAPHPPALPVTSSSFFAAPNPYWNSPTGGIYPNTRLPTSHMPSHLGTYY
#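 His-tagged ERG Ets domain (1 uM in the protein solution; 300mM KCl, 50mM Tris-HCl, 1mM EDTA, 1mM DTT, pH 7.5) received compound, then a probe mix of 5 nM fluorescein-DNA and 100nM Texas-615-DNA. Fluorescence polarization was read for both dyes.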
# Vif-APOBEC3F blk: qHTS for Inhibitors of Vif-A3F Interactions: qHTS; hit rate 0.2% among 390,000; AID 602313, 2012; Potency, µM (top dose mostly 46.1 µM), for inactives: top-dose activity, negative = active; HeLa A3F-eYFP + Vif (tagged APOBEC3F with the HIV-1 protein that degrades it), YFP fluorescence increase; note: potency is the fitted concentration of half-maximal effect; % of control where 0% means no effect; nearly all actives have a fitted effect of over 65% in size
#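 HeLa cells stably expressing A3F-eYFP plus Vif, plated and incubated overnight at 37 deg C, then exposed to compounds overnight at 37 deg C. Blocked degradation read as raised yellow fluorescence (Ex 488/Em 500-530).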
# 12-LOX inh: Primary qHTS assay for inhibitors of human arachidonate 12S-lipoxygenase (ALOX12): Round 2. purified 12hLO, xylenol orange hydroperoxide absorbance. Potency, µM (titrated, usually from 108 µM), without a hit: top-dose activity change, negative = inhibition, most hits filed as inhibitors. hit rate 1.1% among 580,000. AID 1671190, 2021; note: potency is the fitted concentration of half-maximal effect; % is set by controls: 0 for no effect and ±100 for the full control effect
#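 Purified human 12hLO at 150 nM in 25 mM Hepes, 0.01% Triton X-100, pH 7.0, preincubated 15 min at room temperature with compound. Reaction started with 40 uM arachidonic acid, 30 min at room temperature. Hydroperoxide measured by Fe-xylenol orange, 573/405 nm absorbance ratio.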
# GRP78 ERSR act: qHTS for Inducers of the Endoplasmic Reticulum Stress Response (ERSR) in Human Glioma: qHTS; U87-MG GRP78 promoter luciferase reporter, 16 h; Potency, µM, for inactives: at the highest dose activation, actives largely listed as activators; hit rate 0.02% among 420,000; AID 602332, 2012; note: potency is the fitted concentration of half-maximal effect; series mostly up to about 76 µM; % of control where 0% means no effect; nearly all actives have a fitted effect of over 35% in size
#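 Stably transfected U87-MG glioma cells carrying a GRP78-based luciferase sensor; 16 h compound incubation. Luminescence end-point read 10 min after Bright-Glo addition at room temperature.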
# Numbers without * were called inactive; ? = inconclusive; / = no result given; & = joins results of further samples; [ ] = another dose, or the depositor's remark. Unless noted, calls come from the whole dose curve; as a rule, active = well fitted curve in the direction sought with a large enough effect; inconclusive = small, poorly fitted or top-dose-only effect, or another doubt; inactive = no such curve, though single readings can be large; an effect the other way counts as inactive or inconclusive. An excerpt (hit frequency here may not be typical).
SMILES,D2 antag,LDHA block,D2 agonist,RGS4 inh,Vif-A3G inh,ERG Ets-DNA blk,Vif-APOBEC3F blk,12-LOX inh,GRP78 ERSR act
Cc1ccc(C)c(NC(=O)C2CCCN2S(=O)(=O)c2ccc3c(c2)n(C)c(=O)c(=O)n3C)c1 (centres undefined),5,4&-4,-0.6&0.2,-15%&11%,2%&-4%,3%&-3%,1%&3%,-17%,-5%&-2%
C/C(=N/NC(=O)c1cccc(C)c1)c1c(O)cc(C)oc1=O,3,0,0.5,13%[11.4 µM],0%,-3%,2%,9%,2%
O=S(=O)(c1ccccc1)N1CCN(c2nnnn2-c2ccccc2)CC1,14,-4,0.0,11%,-1%,2%,3%,0%[57.4 µM],-5%
O=C(CN1C(=O)/C(=C/c2ccccc2)Sc2ccccc21)NCCCN1CCOCC1,4,-2,-0.1,0%[56.9 µM],1%,-5%,-9%,-7%,8%
Cc1cc(C)c(C#N)c(N2CCN(Cc3ccc4c(c3)OCO4)CC2)n1,98*,0,0.1,2%,5%,-7%,1%,?,-2%
CCOC(=O)c1c(C)oc(/N=C/c2ccccc2O)c1C#N,-5,-6,11,-23%,1%,-9%,-8%,359%[activator],-1%
O=C(CCNC(=O)c1ccco1)Nc1ccc(Cl)c(C(F)(F)F)c1,-11,7,-0.1,8%,-6%,0%,-14%,-15%,0%
CC(=O)Nn1cc2c(=O)n(C)c(=O)n(C)c2c1,-3,-1,1.2,-10%,0%,-8%,2%,4%[57.4 µM],-3%
Cc1nc2sc(C(c3ccc(F)cc3)N3CCN(C(=O)c4ccco4)CC3)c(O)n2n1 (centres undefined),-3,-8,1.2,23%,3%,-7%,2%,-10%,-1%
Cn1cnnc1SCC(=O)Nc1ccc(Cl)cc1,-13,0,0.5,11%,-10%,-6%,2%,0%,0%
COC(=O)C1=CN(c2ccc(OC)cc2)C=C(C(=O)OC)C1c1ccc(C)c([N+](=O)[O-])c1,-8,-7,-0.7,9%,-1%,-12%,-2%,-29%,-4%
CC1CCc2c(sc(NC(=O)CCCOc3ccc(C(C)(C)C)cc3)c2C(N)=O)C1 (centres undefined),/,-2,-0.9,-39%,-1%,-6%,-1%,-24%,-4%
COc1cccc(NC(=O)c2cc([N+](=O)[O-])ccc2NC(=O)CNCC2CCCO2)c1 (centres undefined),9,-3,-0.5,10%,-1%,-10%,-3%,-14%,-2%
O=C(c1cccc(N2C(=O)C3C4C=CC(C4)C3C2=O)c1)N1CCN(c2ccccc2Cl)CC1 (centres undefined),-3,-5,-0.2,12%,-20%,-14%,8%,-11%,-5%
O=C(N/N=C/c1ccc(Cl)c([N+](=O)[O-])c1)c1ccc2c(c1)OCCO2,/,-13,/,8%[11.4 µM],1%,-16%,0%,-27%,10%
COc1ccc(NC(=O)NC(C)(C(F)(F)F)C(F)(F)F)cc1,/,3,/,-51%[11.4 µM],0%,-4%,1%,8%,-1%
C=CCn1c(NCc2ccccc2)nc2ccccc21,/,0,/,6%,0%,-3%,-4%,13%,-7%
COc1cc(NC(=O)c2cc(C(C)C)on2)c(OC)cc1Cl,-5,2,-0.7,24%,-9%,4%,2%,0%,-2%
COc1ccc(OC)c(/C=N/NC(=O)c2cc3c(OC)c(OC)ccc3[nH]2)c1,/,1,/,0%,-9%,-3%,-2%,0%,-2%
CC(=O)c1cccc(NC(=O)Cn2c(=O)oc3cc(S(=O)(=O)N4CCCC4)ccc32)c1,1,-10&-9,0.3&-1.2,?,0%&0%,-11%&7%,2%&0%,-5%&-32%,-2%&-5%

# In another format: results already given
# Results follow in this order: D2 antag	LDHA block	D2 agonist	RGS4 inh	Vif-A3G inh	ERG Ets-DNA blk	Vif-APOBEC3F blk	12-LOX inh	GRP78 ERSR act
> COC(=O)C1=CN(c2ccc(OC)cc2)C=C(C(=O)OC)C1c1ccc(C)c([N+](=O)[O-])c1
 : -8	-7	-0.7	9%	-1%	-12%	-2%	-29%	-4%
> O=C(CN1C(=O)/C(=C/c2ccccc2)Sc2ccccc21)NCCCN1CCOCC1
 : 4	-2	-0.1	0%[56.9 µM]	1%	-5%	-9%	-7%	8%
> COc1ccc(NC(=O)NC(C)(C(F)(F)F)C(F)(F)F)cc1
 : /	3	/	-51%[11.4 µM]	0%	-4%	1%	8%	-1%
> Cc1nc2sc(C(c3ccc(F)cc3)N3CCN(C(=O)c4ccco4)CC3)c(O)n2n1 (centres undefined)
 : -3	-8	1.2	23%	3%	-7%	2%	-10%	-1%
> Cn1cnnc1SCC(=O)Nc1ccc(Cl)cc1
 : -13	0	0.5	11%	-10%	-6%	2%	0%	0%
> O=S(=O)(c1ccccc1)N1CCN(c2nnnn2-c2ccccc2)CC1
 : 14	-4	0.0	11%	-1%	2%	3%	0%[57.4 µM]	-5%

# (next part)
SMILES,D2 antag,LDHA block,D2 agonist,RGS4 inh,Vif-A3G inh,ERG Ets-DNA blk,Vif-APOBEC3F blk,12-LOX inh,GRP78 ERSR act
CC1CCC(NC(=O)CCNC(=O)c2ccc(Br)cc2)CC1 (centres undefined),2,-3,-0.2,11%,2%,0%,9%,4%,7%
CCCCCCCCNS(=O)(=O)CCNC1CC1,/,0,/,-10%,1%,-22%,7%,3%,-4%
Cc1cccc(NC(=S)N2CCn3cccc3C2c2cccnc2)c1 (centres undefined),-15,-4,-1.5,-31%,-5%,-2%,-2%,-2%,-1%
CCOc1ccc(S(=O)(=O)N2CCC(C(=O)NC3CCCC3)CC2)cc1,-9,-7,1.1,11%,0%,3%,4%,-1%,-2%
Cc1cccc(C(=O)NC(C)C2CC3CCC2C3)c1 (centres undefined),/,-7,/,-5%,0%,1%,-29%,56%[activator],-7%
CCn1c(SCCOc2ccc(OC)cc2)nnc1C(CO)NC(=O)c1ccc(OC)cc1 (centres undefined),-24,1,0.7,10%,0%,-3%,-11%,0%,-4%
COc1ccccc1C(=O)Nc1cccc(C(=O)OCc2cc(=O)n3c4c(sc3n2)CCCC4)c1,/,-9,-0.2,18%,10%,2%,1%,?,-3%
CCOC(=O)N1CCN(Cc2ccc(OCC(O)CN3CCCCC3)cc2)CC1 (centres undefined),51*,-2,63*,3%,-1%,-7%,-8%,-1%,-3%
Cc1ccc2c(c1)C(c1ccccc1)N(C(=O)c1ccccc1)CC(=O)N2 (centres undefined),-9,-2,-0.2,2%,3%,12%,-5%,12%,-7%
Cc1ccc(C(=O)Nc2cc(=O)n(C)c(=O)n2C)o1,-20,2,0.6,-3%,0%,-19%,-9%,-23%,-3%
N#C/C(=C\c1cccn1S(=O)(=O)c1ccccc1)S(=O)(=O)c1ccc(F)cc1,/,-5,/,/,2%,/,/,-6%,-2%
CCOC(=O)CNC(=O)C(CC(C)C)NC(=O)C1CCCCC1 (centres undefined),-17,-1,-0.1,29%,-3%,-8%,-1%,-14%,-1%
CCCC(CCC)C(=O)Nc1nnc2n1CCS2,/,-2,0.0,21%,1%,-6%,-2%,-4%,-2%
CCCN(CCC)C(=O)CC(c1ccccc1)C1CCOC(C)(C)C1 (centres undefined),-17,1,-0.9,-15%,0%,-3%,2%,34%,-3%
CCOC(=O)c1sc2nc(C)nc(NCc3ccccc3)c2c1C,15,0,0.3,-4%,-7%,-7%,6%,4%,-2%
CCOC(=O)C1=C(C)NC2=C(C(=O)CCC2)C1c1coc2ccccc2c1=O (centres undefined),-7,-4,0.6,12%,2%,/,-7%,-13%,-2%
Cc1ccccc1NC(=S)N(C)Cc1cn(C)c2ccccc12,-8,-2,-0.4,-31%,1%,6%,4%,0%,-2%
CCCCc1ccc(NC(=O)C(=O)NCCN2CCN(C(=O)c3ccc([N+](=O)[O-])cc3)CC2)cc1,10,-5,-0.5,12%,-5%,-1%,2%,5%,-4%
O=C(CSCc1cccs1)N1CCCC1,-9,-6,1.2,8%,5%,-8%,0%,460%[activator],-4%
NC(=O)c1ccc(N2CCN(c3ccccc3F)CC2)c([N+](=O)[O-])c1,-16,3,-0.1,-21%,0%,3%,-4%,0%,-3%
CCOC(=O)N1CCN(S(=O)(=O)c2cc(OCC(=O)NC3CCCCC3)c(C)cc2Cl)CC1,-16,0,-0.4,20%,-6%,-8%,-6%,-38%,-4%
N#Cc1cccc(NC(=O)c2ccccc2C(=O)O)c1,11,-10,2.9,19%,2%,1%,-5%,-10%,-4%
Cc1cccc(C)c1NC(=O)CN(C)C(=O)c1cccc(-n2cccc2)c1,-13,-7,-0.5,-15%,0%,3%,0%,?,-4%
